Screening results from PubChem.
TexasRed fluor = Total Fluorescence Counterscreen for Inhibitors of the Interaction of Thyroid Hormone Receptor and Steroid Receptor Coregulator 2; TRb/SRC2 Texas Red total fluorescence interference; Potency, µM (titrated, usually from 106 µM), inactives show at the top dose fluorescence change, negative = quenching; 280,000 tested, 0.29% active; AID 1479, 2009; active = well fitted curve in either direction with a large enough effect; inconclusive = small, poorly fitted or top-dose-only effect; also: potency is read from the fitted curve at half-maximal effect; % is scaled to controls: 0 for no effect and ±100 for the full control effect
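Human TRβ ligand-binding domain (0.6 uM) and Texas Red SRC2 peptide (20 nM) in Tris buffer with 1 uM T3 and 5% DMSO were incubated with pinned compound for 5 hr at ambient temperature. Total fluorescence was computed as S + 2P (555/632 nm).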
Tau FP inhib = qHTS for Inhibitors of Tau Fibril Formation, Fluorescence Polarization. Microtubule-associated protein tau (Homo sapiens), P10636. K18 P301L tau heparin fibrillization, Alexa594 FP, 6 h. Potency, µM (highest dose often 57.7 µM), inactives show at the highest dose activity, negative = inhibition, most hits filed as inhibitors. 280,000 tested, 0.39% active; also: potency is read from the fitted curve at half-maximal effect; % is scaled to controls: 0 for no effect and ±100 for the full control effect; nearly all actives have a fitted effect of over 55% in size
Target sequence (P10636 561-689 P618L limits assumed): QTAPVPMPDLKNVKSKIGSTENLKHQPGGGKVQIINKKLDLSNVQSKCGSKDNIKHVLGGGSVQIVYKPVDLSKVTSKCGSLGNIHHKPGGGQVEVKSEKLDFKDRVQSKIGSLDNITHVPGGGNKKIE
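Recombinant K18 P301L […], labeled with Alexa 594 at 0.24 uM over 15 uM unlabeled; heparin inducer 20 uM final; 37 C, 6 hr; FP endpoint.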
CBFb-RUNX1 inh = qHTS Assay for Compounds Blocking the Interaction Between CBF-beta and RUNX1 for the Treatment of Acute Myeloid Leukemia. Runt-related transcription factor 1 (Homo sapiens) + Core-binding factor subunit beta …. AlphaScreen CBFb-His/RUNX1-biotin binding, biochemical. Potency, µM (highest dose often 59.8 µM), for inactives: top-dose activity, negative = inhibition, hits mostly inhibitors. 230,000 tested, under 10 active; also: % of control where 0% means no effect
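Room-temperature protein-protein interaction test with 30 nM each of His-tagged CBF-beta and biotinylated RUNX1, 15 min with compound, then 90 min with nickel plus streptavidin beads. Signal read in AlphaScreen mode.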
TRb-SRC2 inh = qHTS for Inhibitors of the Interaction of Thyroid Hormone Receptor and Steroid Receptor Coregulator 2. AID 1469, 2008. Thyroid hormone receptor beta (Homo sapiens), P10828. 280,000 tested, 0.065% active. Potency, µM (titrated, usually from 106 µM), inactives show at the top dose activity change, negative = inhibition, hits mostly inhibitors. TRbeta-SRC2 peptide binding, fluorescence polarization; receptor liganded with 1 µM T3;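 also: potency is read from the fitted curve at half-maximal effect; plate controls were bound peptide for no effect and peptide without receptor for full effect; nearly all actives have a fitted effect of over 50% in size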
Target sequence (P10828 whole entry, looked up): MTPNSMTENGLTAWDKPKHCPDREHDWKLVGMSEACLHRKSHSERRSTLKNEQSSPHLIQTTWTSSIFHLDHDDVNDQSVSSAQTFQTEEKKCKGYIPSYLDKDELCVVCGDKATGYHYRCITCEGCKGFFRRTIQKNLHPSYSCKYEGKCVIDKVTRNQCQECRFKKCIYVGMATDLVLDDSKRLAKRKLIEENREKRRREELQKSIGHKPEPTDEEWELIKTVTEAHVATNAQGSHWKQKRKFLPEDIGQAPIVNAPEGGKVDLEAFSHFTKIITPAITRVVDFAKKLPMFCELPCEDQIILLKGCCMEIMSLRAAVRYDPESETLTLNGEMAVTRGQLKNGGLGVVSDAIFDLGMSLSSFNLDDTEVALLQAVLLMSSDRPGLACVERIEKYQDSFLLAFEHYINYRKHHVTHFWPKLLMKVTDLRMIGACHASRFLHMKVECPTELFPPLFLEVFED
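Quantitative HTS by FP: 0.6 uM TRb LBD, 20 nM labeled SRC2 20-mer, 1 uM T3, 5% DMSO; 5 hr ambient incubation; % activity per concentration and potencies from concentration series.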
NPSR antag = qHTS Assay for Antagonists of the Neuropeptide S Receptor: cAMP Signal Transduction; Q6W5P4; CHO-NPSR cells, cAMP TR-FRET, antagonist mode; Potency, µM (highest dose often 38.3 µM), for the others: at the top dose activity change, negative = inhibition, hits mostly inhibitors; 220,000 tested, 1% active; AID 1461, 2008; also: potency is read from the fitted curve at half-maximal effect; % is scaled to controls: 0 for no effect and ±100 for the full control effect; nearly all actives have a fitted effect of over 50% in size; many of its hits are not listed in these tables
Epigenetic derep = Quantitative High-Throughput Screen for Regulators of Epigenetic Control; 280,000 tested, 0.2% active; murine LDR cells, GFP reporter derepression, 30 h; Potency, µM (titrated, usually from 53.9 µM), for the others: top-dose GFP activation, usual class: activators; also: potency is read from the fitted curve at half-maximal effect; % of control where 0% means no effect; nearly all actives have a fitted effect of over 60% in size
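Murine LDR cells carrying a silenced, genomically integrated CMV-driven GFP reporter were exposed to compound for 30 hours at 37 C. After PBS washes, GFP-positive cells (20–120 um objects) were counted by laser-scanning microplate cytometry.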
GLA spleen mod = qHTS Assay for Inhibitors and Activators of Human alpha-Galactosidase From Spleen Homogenate; Alpha-galactosidase A (Homo sapiens), P06280; human spleen homogenate, 4MU-alpha-Gal fluorescence, 40 min; Potency, µM (top dose mostly 80 µM), inactives show at the top dose activity change, negative = inhibition, usual class: inhibitors; 240,000 tested, 0.008% active;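 also: potency is read from the fitted curve at half-maximal effect; 0% = enzyme with vehicle and -100% = no enzyme basal signal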
Target sequence (P06280 32-429 limits assumed): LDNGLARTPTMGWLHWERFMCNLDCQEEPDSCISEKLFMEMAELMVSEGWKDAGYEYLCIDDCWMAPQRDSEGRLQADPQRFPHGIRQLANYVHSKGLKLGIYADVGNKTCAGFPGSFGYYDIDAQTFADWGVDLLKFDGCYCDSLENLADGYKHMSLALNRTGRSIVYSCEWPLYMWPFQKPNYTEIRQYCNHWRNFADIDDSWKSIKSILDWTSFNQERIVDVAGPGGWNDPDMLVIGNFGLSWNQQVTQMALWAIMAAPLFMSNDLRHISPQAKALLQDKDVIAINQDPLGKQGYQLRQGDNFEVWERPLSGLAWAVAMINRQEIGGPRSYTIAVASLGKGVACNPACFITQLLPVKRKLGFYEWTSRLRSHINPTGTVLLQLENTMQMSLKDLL
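Human spleen homogenate (1 ug) was the enzyme source, with 4-methylumbelliferyl-alpha-D-galactopyranoside (1 mM final) in pH 5.0 citrate buffer with 0.01% Tween-20. Compounds were titrated; after 40 min at 37C, NaOH/glycine stop, 4-MU fluorescence read; AC50 from Hill fits.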
Tau fluor counter = Counterscreen qHTS for Inhibitors of Tau Fibril Formation, Fluorescence Polarization. Potency, µM (series often up to 57.7 µM), for inactives: at the highest dose activity change, negative = decrease. tau K18 P301L (four-repeat tau fragment) Alexa594 fluorescence, heparin fibrillization. 280,000 tested, 0.93% active; also: potency is read from the fitted curve at half-maximal effect; % is scaled to controls: 0 for no effect and ±100 for the full control effect; nearly all actives have a fitted effect of over 55% in size
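Human K18 P301L tau (15 uM unlabeled plus 0.24 uM Alexa 594-labeled, final) in 100 mM sodium acetate pH 7 was mixed with compound and 20 uM heparin and incubated 6 hr at 37 C.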
Numbers without * were called inactive; ? = inconclusive; nt = no result given; & = joins results of further samples; [ ] = dose if it differs, or a comment. Unless noted, calls follow the shape of the dose curve; as a rule, active = well fitted curve in the direction sought with a large enough effect; inconclusive = small, poorly fitted or top-dose-only effect, or another doubt; inactive = no such curve, though single readings can be large; an effect the other way counts as inactive or inconclusive. Not all compounds are listed. The share of hits here may be higher or lower than overall.

SMILES	TexasRed fluor	GLA spleen mod	Tau fluor counter	NPSR antag	Epigenetic derep	CBFb-RUNX1 inh	Tau FP inhib	TRb-SRC2 inh
CCN(CC)CCCn1c(=S)[nH]c2cc(C(=O)OC)ccc2c1=O	0%	2%	-6%	-8%[46.1 µM]	1.9%	2%	0%	4%
O=C(Cc1cn2ccsc2n1)NCCc1ccc(F)cc1	0%	-10%	-6%	-2%[46.1 µM]	0.0%	-2%	-6%	-3%
O=C1ON=C(c2ccccc2)/C1=C/c1ccc(OS(=O)(=O)c2ccccc2)cc1	0%	-4%	-29%	6.3µM*	1.0%	-17%	1%	-3%
COc1ccccc1C(=O)NC(=S)Nc1ccc(S(=O)(=O)N2CCN(C)CC2)cc1	-2%	5%	9%	7%	1.6%	6%	11%	-2%
Cc1onc(-c2ccccc2Cl)c1C(=O)Nc1nn[nH]n1	2%	9%	3%	-2%[46.1 µM]	-4.5%	-11%	1%	8%
CC(NC(=O)COC(=O)CSCc1ccccc1)c1ccccc1 (stereo not given)	-8%	-2%	-2%	10%	-1.1%	?	0%	-5%
COCCn1c(-c2cccs2)nc2c(c(=O)c3ccccc3n2C)c1=O	-1%	-5%	-1%	-17%[46.1 µM]	-0.4%	0%	-2%	-7%
O=C(Nc1cccc(-c2nc3ncccc3o2)c1)c1ccco1	-5%	-11%	-5%	-8%[46.1 µM]	-0.3%	3%	1%	1%
CCOC(=O)C1=C(CSc2nc3c(cc2C#N)CN(C)CC3)OC(N)=C(C#N)C1c1ccncc1 (stereo not given)	0%	-5%	-27%	-49%	-1.0%	?	?	-3%
Nn1c(SCc2ccc(Br)cc2)nnc1-c1ccncc1	-2%	-12%	-6%	9%	0.1%	0%	-9%	-6%
CCCN(CCC)CCNS(=O)(=O)c1ccc2c(c1)CCN2C(=O)C1CCC1	0%	0%	-6%	-4%[46.1 µM]	7.0%	0%	2%	1%
Cc1nn2c(-n3ccnc3C)c3c(nc2c1-c1ccccc1)CCC3	-4%	-1%	-22%	-29%[46.1 µM]	-2.6%	-9%	-9%	-4%
Cc1cccc(C(C)C)c1NC(=O)c1ccc(CN(c2ccccc2)S(=O)(=O)c2ccccc2)cc1	3%	6%	-8%	5%	1.0%	-9%	-6%	-13%
Cc1ccc(O)c(C(=O)c2cc(C#N)c(=O)n(C(C)c3ccccc3)c2)c1 (stereo not given)	0%	2%	-22%	-26%	1.4%	2%	3%	-4%
O=C(O)c1ccc2c3c(cccc13)C(=O)N(c1ccccc1)C2=O	-1%	1%	-3%	0%	0.0%	?	7%	3%

Following part:
SMILES	TexasRed fluor	GLA spleen mod	Tau fluor counter	NPSR antag	Epigenetic derep	CBFb-RUNX1 inh	Tau FP inhib	TRb-SRC2 inh
COc1cc(C(=O)Nc2ccc(S(=O)(=O)Nc3cc(C)on3)cc2)cc(OC)c1OC	-5%	4%	5%	-15%[46.1 µM]	1.5%	2%	3%	-1%
OC(CCN1CCOCC1)(c1ccc(Cl)cc1)C1CCCCC1 (stereo not given)	-4%	1%	-6%	-12%[46.1 µM]	-1.1%	8%	-1%	-7%
CC(C)c1nc(Cl)c(C#N)c2c1CCCC2	0%	2%	-7%	2%	-1.0%	4%	-8%	-14%
COc1ccc(CCNC(=O)c2cc3c(=O)n(C)c4cc(Cl)ccc4c3s2)cc1OC	2%	nt	-5%	nt	-2.3%	nt	-3%	0%
Cc1nn2c(N)c(C#N)cnc2c1-c1ccccc1	3%	3%	-5%	-17%[46.1 µM]	-1.2%	9%	-7%	3%
Cc1ccc(Cl)cc1N1CCN(c2ncnc3onc(C)c23)CC1	-9%	nt	-23%	nt	-0.2%	nt	-7%	-1%
CCOc1ccccc1NC(=O)N1CCN(Cc2nc3ccc(C)cc3o2)CC1	1%	nt	-3%	nt	-0.2%	nt	8%	7%
CC1CC(=O)c2c(cc3c(-c4c(O)cc(O)c5c(O)c6c(cc45)OC(C)CC6=O)c(O)cc(O)c3c2O)O1 (stereo not given)	?	7%	?	?	15%	?	?	-1%
Cc1ccc2c(c1)COc1c3ccc(C(=O)N[C@@H](CO)C(C)C)cc3nn1-2	-1%	-4%	-2%	14%	2.9%	-26%	7%	3%
CCOc1ccc(-c2ccc(SC)nn2)cc1	4%	-4%	-3%	0%	-1.1%	13%	-4%	3%
CCC(C(=O)Nc1nnc2n1CCS2)c1ccccc1 (stereo not given)	-3%	nt	-3%	nt	0.0%	nt	-5%	0%
Cc1cc(NC(=O)c2cc(C3CC3)on2)no1	-3%	-1%	-14%	-16%	-1.2%	13%	-9%	-3%
COC(=O)C1=C(C(=O)OC)[C@@H]2N(C)c3ccccc3[C@@]23C[C@@H](C(=O)OC)N=C3N1	-1%[11.2 µM]	6%[17.5 µM]	-13%[11.6 µM]	19%	-1.6%	10%[13.1 µM]	-1%[11.6 µM]	6%[11.2 µM]
Cc1cccc(-n2nnc(-c3nc(-c4ccccc4)no3)c2N)c1C	-2%	nt	3%	nt	-1.1%	nt	-2%	0%
COc1cc(-c2oc3cc(O)cc(O)c3c(=O)c2O)ccc1O	-19%&-11%	4%&1%	nt	nt	nt	-26%&4%	nt	5%&16%

Carrying on:
SMILES	TexasRed fluor	GLA spleen mod	Tau fluor counter	NPSR antag	Epigenetic derep	CBFb-RUNX1 inh	Tau FP inhib	TRb-SRC2 inh
Cc1cc(NC(=O)Nc2ccc(Cl)cc2)n(-c2ccccc2)n1	-2%	-1%	-8%	-15%	-1.1%	3%	-2%	-2%
CCCc1cnc2c(c1SCC(=O)Nc1c(C)cc(C)cc1C)c(=O)n(C)c(=O)n2C	-2%	nt	-2%	nt	4.6%	nt	-6%	-8%
CCN1C(=O)C(CC(=O)Nc2ccc(C)cc2C)Nc2cc(S(=O)(=O)N(C)C)ccc21 (stereo not given)	1%	1%	-18%	-13%	-6.8%	4%	3%	3%
O=C(CSc1nnc(NC(=O)NC2CCCCC2)s1)Nc1ccccc1F	1%	nt	-30%	nt	2.1%	nt	?	3%
O=C1c2ccccc2C(=O)N1CCSc1nncs1	-4%	7%	-6%	-12%[46.1 µM]	-1.8%	6%	-7%	-11%
CC(=O)Nc1nc(-c2ccc([N+](=O)[O-])cc2)cs1	-4%	-10%	-7%	-5%	2.2%	3%	9%	2%
Cc1n[nH]c(=O)nc1Nc1ccc(O)cc1	-3%	-3%	-17%	-12%[46.1 µM]	1.8%	1%	-9%	1%
Cc1ccc(C(=O)Nc2nc(N)n(-c3ccccc3)n2)cc1	-5%	-20%	0%	-2%[7.67 µM]	-0.4%	-1%	-3%	0%
COC(=O)CNC(=O)CSc1nnc2cc(C)c3ccccc3n12	1%	0%	1%	1%	11%	4%	7%	3%
Cc1cccc(OCCCC(=O)NCc2ccco2)c1	-2%	9%	2%	-16%[46.1 µM]	-1.0%	-2%	4%	-2%
COc1cccc(N=Nc2c(=O)[nH]n3c(=O)cc(C)[nH]c23)c1	-15%	-3%	-20%	-23%[46.1 µM]	-2.1%	-6%	6%	8%
Cc1nn2c(c1-c1ccccc1)NC1=C(C(=O)CCC1)C2c1ccccc1 (stereo not given)	-3%	16%	-5%	-28%[46.1 µM]	0.0%	-2%	0%	0%
CCOc1ccccc1CNC(=O)CCc1cn(Cc2ccc(Cl)cc2)c2ccccc12	1%	nt	-18%	nt	8.9%	nt	4%	-1%
CCc1ccc(NC(=O)c2cc3ccccn3n2)cc1	-2%	nt	-29%	nt	9.6%	nt	0%	5%
Nc1cccc(S(=O)(=O)c2ccc(N)c(N)c2)c1	-1%	-3%	-12%	22%	-2.4%	-13%	6%	4%

Single values from above:
Cc1nn2c(c1-c1ccccc1)NC1=C(C(=O)CCC1)C2c1ccccc1 (stereo not given) | TexasRed fluor: -3%
Cc1cc(NC(=O)Nc2ccc(Cl)cc2)n(-c2ccccc2)n1 | Epigenetic derep: -1.1%

Later entries.
SMILES	TexasRed fluor	GLA spleen mod	Tau fluor counter	NPSR antag	Epigenetic derep	CBFb-RUNX1 inh	Tau FP inhib	TRb-SRC2 inh
C=Cc1ccc([C@H]2N[C@@H](C(=O)O)CC[C@@H]2C)cc1	-5%[11.2 µM]	10%[17.5 µM]	3%[11.6 µM]	nt	2.0%[10.1 µM]	25%[13.1 µM]	-9%[11.6 µM]	-1%[11.2 µM]
CC(=O)Oc1ccc(-c2ccc(C(=O)Nc3cccc(S(=O)(=O)N4CCOCC4)c3)cc2)cc1	-1%	-18%	?	-32%	-2.7%	-13%	?	1%
O=C(c1cc2c(s1)CCCC2)N1CCN(Cc2ccc3c(c2)OCO3)CC1	-8%	-12%	-11%	?	-8.6%	-4%	-4%	2%
OC1(c2cccs2)CN(c2ccc(Br)cc2)C2=[N+]1CCCS2 (stereo not given)	-1%	-15%	0%	-2%	0.0%	2%	6%	-11%
O=C(NCc1ccccc1)c1cccc(F)c1F	-2%	2%	6%	14%	1.2%	0%	7%	-10%
COc1ccc(C2Oc3cc(OC)cc(OC)c3CC2O)cc1 (stereo not given)	1%	7%	-12%	nt	1.1%	nt	3%	-9%
O=C(C[n+]1ccccc1)Nc1ccccc1Br	3%[53 µM]	0%	-13%[2.34 µM]	-33%	-0.1%	-2%	3%	10%[53 µM]
CCOC(=O)C1(CCc2ccccc2)CCN(C2Cc3ccccc3C2)CC1	1%	2%	-20%	12%	1.0%	0%	-3%[2.34 µM]	7%
